KCNH2 3.1 inh: KCNH2 3.1 (human) potassium channel inhibition. U2OS KCNH2 3.1, thallium flux FluxOr; stronger effect = lower value. activity change, % (tested at about 1.8 µM). 340,000 tested, 0.95% active;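 active = maximum activity change below -70%; inconclusive = maximum activity change from -70% to -50%; inactive = maximum activity change above -50%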;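 note: thallium influx rate constant from kinetic fluorescence after stimulation buffer; % is set by controls: 0 for no effect and ±100 for the full control effect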
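U2OS cells transduced with KCNH2 3.1 mutant virus (1.77 x 10^8 /mL, 4 h), plated overnight at 37 C, loaded 45 min with FluxOr dye plus Red40 quencher. Thallium flux rate constant from kinetic reads after stimulation buffer, normalised to controls.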
ELG1 genotox: genotoxicity induction in ELG1-luciferase HEK293T cells; AID 504466; Potency, µM (top dose mostly 46 µM), without a hit: top-dose activity change, positive = activation, usual class: activators; HEK293T ELG1-luciferase reporter, luminescence, 16 h; 330,000 tested, 1.3% active; note: potency is the fitted concentration of half-maximal effect; % of control where 0% means no effect; nearly all actives have a fitted effect of over 60% in size
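Screening used a luciferase reporter fused to human ELG1 in HEK293T cells. Luminescence was read on a CCD plate imager after 16 hr exposure and 30 min ONE-Glo incubation.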
Giardia kill: kills Giardia lamblia. Giardia lamblia trophozoite viability. activity change, % at 7.66 µM, hits read low. 340,000 tested, 0.15% active. AID 540267; in the data active = activity change below about -80%; inconclusive = between about -30% and that limit;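 note: parasites exposed to compound for two days anaerobically before the ATP read; % is set by controls: 0 for no effect and ±100 for the full control effect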
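Viability, read as ATP luminescence: trophozoites at 100 cells/well, compound added, 48 hrs anaerobic at 37 deg C, then 15-30 min room-temperature development before reading.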
Rab9 prom act: activators of Rab9 promoter; Huh7 Rab9 promoter-luciferase reporter, luminescence, 24 h; Potency, µM (series often up to 9.22 µM), for the others: at the top dose activation, negative = inhibition, hits mostly activators; 320,000 tested, 2.8% active; note: potency is the fitted concentration of half-maximal effect; % of control where 0% means no effect; nearly all actives have a fitted effect of over 60% in size
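Promoter activation is measured as luciferase luminescence in Huh7 cells stably transfected with a Rab9 promoter–luciferase construct, following 24 h compound exposure at 37 °C and 10 min reagent incubation at ambient temperature.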
Tb PFK inh: T. brucei PFK enzyme inhibition; O15648; Potency, µM (top dose mostly 57.5 µM), for the others: at the highest dose activity, negative = inhibition, hits mostly inhibitors; T. brucei PFK, ADP-Glo luminescence; 330,000 tested, 0.17% active; AID 485367;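 note: potency is the fitted concentration of half-maximal effect; 0% = uninhibited 1x PFK enzyme wells and -100% = no-enzyme wells; nearly all actives have a fitted effect of over 60% in size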
Target sequence (O15648 whole entry, looked up): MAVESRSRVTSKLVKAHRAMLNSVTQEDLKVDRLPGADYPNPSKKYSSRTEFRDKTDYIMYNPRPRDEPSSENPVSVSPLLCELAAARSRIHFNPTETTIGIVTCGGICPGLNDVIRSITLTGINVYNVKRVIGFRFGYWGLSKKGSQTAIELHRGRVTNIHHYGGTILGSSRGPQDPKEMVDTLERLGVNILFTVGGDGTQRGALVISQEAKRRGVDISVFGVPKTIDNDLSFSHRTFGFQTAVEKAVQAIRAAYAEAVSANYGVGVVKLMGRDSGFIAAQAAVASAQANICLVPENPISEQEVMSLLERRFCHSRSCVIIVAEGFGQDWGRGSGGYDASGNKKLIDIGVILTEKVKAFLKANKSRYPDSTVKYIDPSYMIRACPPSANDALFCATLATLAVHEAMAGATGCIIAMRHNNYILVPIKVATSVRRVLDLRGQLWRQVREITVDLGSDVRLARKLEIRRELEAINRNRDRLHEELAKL
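Luminescent ADP detection (ADP-Glo, two-step: ATP depletion then ADP-to-ATP conversion for luciferase) reported PFK activity after 45 min room-temperature reaction of 1.25 nM enzyme with 0.5 mM F6P and 0.1 mM ATP at pH 8.0.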
FLuc modulator: counter-screen for miR-21 project: firefly luciferase inhibitors or activators; P08659; purified FLuc, Km substrates, luminescence inhibition; Potency, µM (titrated, usually from 57.5 µM), inactives show at the highest dose activity change, negative = inhibition, actives largely listed as inhibitors; 360,000 tested, 6.9% active; AID 588342;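 note: potency is the fitted concentration of half-maximal effect; plate controls were vehicle for no effect and reference inhibitor for full effect; nearly all actives have a fitted effect of over 55% in size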
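Purified P. pyralis luciferase, 10 nM final, with Km-level 10 uM D-luciferin and 10 uM ATP in 50 mM Tris acetate pH 7.5, 10 mM Mg acetate, 0.01% Tween-20, 0.05% BSA; 6-point qHTS titration about 60 µM downward; luminescence read.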
Coupling enz: coupling enzyme interference in Giardia aldolase counter-screen. coupling enzyme system counterscreen, AmpLite Red fluorescence. activity change, negative = inhibition, % at 58.2 µM, hits read low. 290,000 tested, 0.67% active. AID 2472; in the data active = activity change below about -30%; note: % is set by controls: 0 for no effect and ±100 for the full control effect
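Coupling enzymes only (glyceraldehyde-3-phosphate) + compound, at 57.5 uM final, 10 min RT; add substrate/coupling/AmpLite Red mix, 20 min RT; fluorescence ex 525/em 598 nm. Actives flag coupling-system interference.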
NPC1 promoter act: NPC1 promoter activation | Huh7 NPC1 promoter luciferase reporter, 24 h | Potency, µM (highest dose often 9.22 µM), for inactives: at the top dose activation, hits mostly activators | 320,000 tested, 2.4% active;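 note: potency is the fitted concentration of half-maximal effect; % of control where 0% means no effect; nearly all actives have a fitted effect of over 60% in size; reporter is driven by a mutant NPC1 promoter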
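Cells: Huh7 expressing luciferase under the NPC1 promoter, 1500/well. Seeded 2 h, compound added, incubated 24 h at 37 °C. Luciferase reagent, 10 min ambient, then luminescence.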
uPA surface inh: cell surface uPA generation inhibition; cell surface uPA generation assay, qHTS; Potency, µM (titrated, usually from 38.3 µM), without a hit: at the top dose activity change, negative = inhibition, actives largely listed as inhibitors; 330,000 tested, 0.31% active; active = well fitted inhibition curve with a large enough effect; inconclusive = small, poorly fitted or top-dose-only effect; inactive = no such curve, though single readings can be large or run the other way; tested in mouse RAW 264.7 cells; note: potency is the fitted concentration of half-maximal effect; % is set by controls: 0 for no effect and ±100 for the full control effect; nearly all actives have a fitted effect of over 55% in size
RORg inh: ROR gamma (mouse) transcription inhibition; Drosophila S2 Gal4-RORgamma UAS-luciferase reporter, 20 h; Potency, µM (series often up to 53.6 µM), inactives show top-dose activity change, negative = inhibition, actives largely listed as inhibitors; 310,000 tested, 5.4% active; P51450; note: potency is the fitted concentration of half-maximal effect; % is set by controls: 0 for no effect and ±100 for the full control effect; nearly all actives have a fitted effect of over 60% in size
Target sequence (P51450 whole entry, looked up, the tested form may be a part): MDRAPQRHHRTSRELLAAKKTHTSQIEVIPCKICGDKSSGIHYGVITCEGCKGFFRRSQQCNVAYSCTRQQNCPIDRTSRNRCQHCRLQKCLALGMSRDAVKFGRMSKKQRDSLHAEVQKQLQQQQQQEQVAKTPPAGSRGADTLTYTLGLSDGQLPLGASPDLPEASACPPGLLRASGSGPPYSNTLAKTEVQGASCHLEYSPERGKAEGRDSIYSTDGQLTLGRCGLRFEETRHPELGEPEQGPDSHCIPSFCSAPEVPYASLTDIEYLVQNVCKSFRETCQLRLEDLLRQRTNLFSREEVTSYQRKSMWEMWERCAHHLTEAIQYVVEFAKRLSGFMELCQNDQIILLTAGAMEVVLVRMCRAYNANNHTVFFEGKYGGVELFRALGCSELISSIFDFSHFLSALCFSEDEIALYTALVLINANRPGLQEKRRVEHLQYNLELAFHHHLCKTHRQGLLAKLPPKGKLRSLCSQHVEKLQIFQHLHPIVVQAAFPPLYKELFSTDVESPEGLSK
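Drosophila Schneider cells stably carrying a metallothionein-driven Gal4 DBD–ROR gamma fusion and a UAS-Photinus luciferase reporter were exposed to compound for 1 hr, then induced with copper sulfate (700 uM final) for 20 hr at ambient temperature before luminescence reading.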
VP16 counter: inhibits Gal4-VP16 luciferase reporter, ROR gamma counter-screen | 310,000 tested, 3.5% active | AID 2546 | Potency, µM (titrated, usually from 53.6 µM), inactives show at the top dose activity, negative = inhibition, hits mostly inhibitors | Drosophila S2 Gal4-VP16 UAS-luciferase, luminescence, 20 h;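 note: Gal4-VP16 expression switched on by copper sulfate through the metallothionein promoter; potency is the fitted concentration of half-maximal effect; % is set by controls: 0 for no effect and ±100 for the full control effect; nearly all actives have a fitted effect of over 50% in size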
An asterisk follows results filed as active; ? = inconclusive; . = no result given; [ ] = dose if it differs, or a comment. Unless noted, calls come from the whole dose curve; as a rule, active = well fitted curve in the direction sought with a large enough effect; inconclusive = small, poorly fitted or top-dose-only effect, or another doubt; inactive = no such curve, though single readings can be large; an effect the other way counts as inactive or inconclusive.

no.	canonical_smiles	KCNH2 3.1 inh	ELG1 genotox	Giardia kill	Rab9 prom act	Tb PFK inh	FLuc modulator
1	COc1ccc(C(=O)/C=C(/C)N(C)C)cc1	3	3%	-6	-2%	-8%	-14%
2	COC(=O)c1c(C)[nH]c(C(=O)CSc2ncnc3sc(-c4ccccc4)cc23)c1C	0	?	35[activator]	-4%	-1%	0%
3	O=C(c1ccc(COc2ccc(Br)cc2)o1)N1N=C(C(F)F)CC1(O)C(F)F (stereo not given)	-15	-7%	-10	-2%	-6%	-9%
4	Cc1ccccc1-c1nnc(SCC(=O)Nc2ccc(Cl)cc2)n1N	-4	1%	-9	-8%	-4%	-1%
5	Cn1c(-c2ccccc2)cnc1SCC(=O)N1CCCCC1	2	?	-11	0.32µM*	-1%	1.2µM*
6	Cc1ccccc1-n1c(SCC(=O)N2CCCC2)nnc1-c1ccccn1	-3	-2%	27	-3%	-6%	4%
7	Cc1cc2nc(-c3ccc(SCC(=O)Nc4ccc5c(c4)OCCO5)nc3)[nH]c2cc1C	12	?	?	4µM*	8%	0.34µM*
8	Cc1cc(C)c(NC(=O)CS(=O)CC(=O)Nc2cccnc2)c(C)c1 (stereo not given)	-3	3%	-11	7%	-1%	1%
9	CCCOc1ccc(C2NC(=O)CCC2[N+](=O)[O-])cc1 (stereo not given)	6	-4%	19	0%	0%	1%
10	Cc1cc(C)cc(C(=O)Nc2ccc(N3CCN(C(=O)c4ccco4)CC3)cc2)c1	-4	-30%	2	1%	0%	-2%
11	O=C(CC1c2ccccc2Oc2ccccc21)Nc1ccccc1C(F)(F)F	-37	0%	-4	-5%	-2%	-1%
12	Cc1cc(C)nc(Oc2ccc([N+](=O)[O-])cc2)n1	10	15%	1	5%	-1%	-1%

no.	Coupling enz	NPC1 promoter act	uPA surface inh	RORg inh	VP16 counter
1	-2	2%	-7%	?	-8%
2	1	-2%	6%	3%	-10%
3	-2	7%	5%	-20%	?
4	4	-2%	3%	-5%	11%
5	5	0.4µM*	-7%	5µM*	8.9µM*
6	-5	1%	-4%	3%	-15%
7	-7	2.8µM*	?	-43%	?
8	1	1%	1%	29%	-2%
9	-3	-1%	-2%	2%[1.91 µM]	-3%
10	7	-5%	-7%	25%	-11%
11	0	-1%	5%	-34%	?
12	1	0%	1%	17%	-1%[10 µM]

Following part.
no.	canonical_smiles	KCNH2 3.1 inh	ELG1 genotox	Giardia kill	Rab9 prom act	Tb PFK inh	FLuc modulator
13	Nc1nnc(SCn2nnc3ccccc3c2=O)s1	13	9%	12	19%	-6%	1%
14	O=C(O)CCC(=O)N(Cc1cccs1)Cc1cccs1	12	3%	-4	6%	-14%	6%
15	COc1cc(CCCN2C(=O)C(=O)NC[C@@H]2CC2CCCCC2)cc(OC)c1OC	3	2%	9	-1%	-6%	1%
16	CC1(C)C(C=C(Cl)Cl)C1C(=O)N(Cc1cccc(Cl)c1)C1CCS(=O)(=O)C1 (stereo not given)	-1	-4%	16	-2%	-9%	3%
17	c1ccc(-c2cn(C[C@H]3CC[C@@H]([C@@H]4CC[C@H](Cn5cc(-c6ccccc6)nn5)O4)O3)nn2)cc1	-21	0%	-8	6%	3%	-18%
18	O=C(Nc1cc(Cl)ccc1Cl)Nn1cnnc1	1	3%	-4	0%	2%	0%
19	CCOc1ccc(NC(=S)N(CCCN2CCCC2)Cc2cccn2Cc2ccc(Cl)cc2)cc1	4	-7%	-2	2%	-7%	-3%
20	Cc1cc(NCCC(C)C)n2nc(C)c(-c3ccccc3)c2n1	1	3%	-6	-5%	2%	?
21	COc1ccc(CCC(C)N2CCc3ccccc3C2)cc1 (stereo not given)	1	-2%	34[activator]	6%	1%	-1%
22	CN(CC(O)Cn1c2ccccc2c2ccccc21)S(C)(=O)=O (stereo not given)	7	-13%	11	-1%	-3%	2%
23	COc1ccc(-c2cc(C(=O)Nc3cccc(Cl)c3)no2)cc1	1	1.8µM*	9	1.1µM*	1%	0.76µM*
24	O=[N+]([O-])c1ccc(Cl)cc1Sc1cccc2cccnc12	-11	2%	-11	0%	-1%	-1%

no.	Coupling enz	NPC1 promoter act	uPA surface inh	RORg inh	VP16 counter
13	4	0%	-1%	5%	5%
14	9	1%	0%	1%	12%
15	.	1%	12%	.	.
16	0	-1%	-4%	44%	-5%
17	-2	-3%	-2%	23%	0%
18	0	-1%	-1%	13%	-1%
19	0	-10%	2%	13µM*	-2%
20	-5	-1%	.	-81%	-12%
21	-2	0%	3%	10%	-1%
22	0	-3%	-17%	-6%	-2%
23	2	1µM*	6%	-12%	1%
24	-3	-3%	0%	-1%	-8%

Given in transposed form: 3 of the compounds above
14. O=C(O)CCC(=O)N(Cc1cccs1)Cc1cccs1
15. COc1cc(CCCN2C(=O)C(=O)NC[C@@H]2CC2CCCCC2)cc(OC)c1OC
16. CC1(C)C(C=C(Cl)Cl)C1C(=O)N(Cc1cccc(Cl)c1)C1CCS(=O)(=O)C1 (stereo not given)

compound no.	14	15	16
KCNH2 3.1 inh	12	3	-1
ELG1 genotox	3%	2%	-4%
Giardia kill	-4	9	16
Rab9 prom act	6%	-1%	-2%
Tb PFK inh	-14%	-6%	-9%
FLuc modulator	6%	1%	3%
Coupling enz	9	.	0
NPC1 promoter act	1%	1%	-1%
uPA surface inh	0%	12%	-4%
RORg inh	1%	.	44%
VP16 counter	12%	.	-5%

(more compounds)
no.	canonical_smiles	KCNH2 3.1 inh	ELG1 genotox	Giardia kill	Rab9 prom act	Tb PFK inh	FLuc modulator
25	CCOc1ccc(C2/C(=C(\O)c3cccc(OC)c3)C(=O)C(=O)N2c2ccccn2)cc1OC (stereo not given)	12	0%	6	-3%	-2%	1%
26	O=C(/C(C=Nc1ccc(Br)cc1)=C(/O)c1ccco1)C(F)(F)F	-9	?	14	3.2µM*	0%	6µM*
27	CCOc1ccccc1Nc1nnc(SCC(=O)Nc2cccc(S(=O)(=O)NC3=NCCCCC3)c2)s1	-4	-9%	-2	-9%	-1%	-15%
28	O=C(CNC(=O)c1ccc(Cl)cc1Cl)NCc1ccccn1	3	5%	33[activator]	0%	-13%	0%
29	CCOc1ccc(C(=O)NC2CCN(C(=O)Nc3ccc(F)cc3)CC2)cc1	-26	-1%	1	4%	0%	-1%
30	Cc1cccc(NC(=O)c2ccc3c(Cl)c4c(nc3c2)CCCC4)n1	-1	2.9µM*	7	0.56µM*	-5%	0.67µM*
31	O=C(O)C1CC=C(Cl)CC1C(=O)NC1CCCCC1 (stereo not given)	3	1%	-16	6%	0%	4%
32	O=C(CN1C(=O)c2ccccc2S1(=O)=O)N1CCN(c2ccc(F)cc2)CC1	-1	0%	17	12%	-5%	5%
33	NC(=O)COC(=O)CC12CC3CC(CC(Br)(C3)C1)C2	6	2%	-5	1%	0%	0%
34	COc1ccccc1OCCN1C(=O)S/C(=C\c2ccco2)C1=O	-4	2%	17	17%	-4%	?
35	COCCNc1c2c(nc3c(-c4ccccc4)c(C)nn13)CCCC2	14	-10%	8	0%	0%	-1%
36	O=C(Nc1ccc(O)cc1)c1c(O)c2c([nH]c1=O)CCCC2	-16	?	-29	0.56µM*	-2%	6µM*

no.	Coupling enz	NPC1 promoter act	uPA surface inh	RORg inh	VP16 counter
25	8	0%	-1%	-1%	0%
26	2	?	-11%	?	-15%
27	1	-6%	-7%	0%	-7%
28	.	-3%	-3%	.	.
29	2	-11%	1%	-24%	-2%
30	1	1.1µM*	?	-15%	6%
31	.	-6%	2%	-1%	3%
32	-1	-2%	1%	17%	-11%
33	0	1%	4%	22%	-2%
34	-4	1%	-3%	21%	?
35	-1	-4%	.	?	-2%
36	2	1.3µM*	-9%	-16%	?

Additional entries.
no.	canonical_smiles	KCNH2 3.1 inh	ELG1 genotox	Giardia kill	Rab9 prom act	Tb PFK inh	FLuc modulator
37	CC1CC(C)CN(C(=S)Nc2ccc(OC(F)F)cc2)C1 (stereo not given)	-7	1%	-3	-3%	6%	-11%
38	CN(C)CCNc1ncnc2ccccc12	-4	?	-8	-4%	-3%	5%
39	CCN(CC)C(=O)CSc1nnc(-c2cccc(OC)c2)o1	3	?	-2	28%	-2%	?
40	Cc1ccc(-n2nc3c(n2)/C(=N/O)CC/C3=N\O)cc1	15	?	-14	3.2µM*	-3%	9.5µM*
41	O=C(O)C1CC=CCC1C(=O)Nc1ccc2c(c1)CCC2 (stereo not given)	-6	-2%	64[activator]	-1%	1%	-1%

no.	Coupling enz	NPC1 promoter act	uPA surface inh	RORg inh	VP16 counter
37	1	0%	-12%	11µM*	?
38	-5	-1%	5%	31%	-4%
39	5	17%	.	0%	0%
40	1	?	-6%	-43%	-17%
41	.	-2%	1%	-21%	-2%

Screening results as filed in PubChem BioAssay.
